# Rad51 HR inh – human RAD51 strand exchange inhibitors, primary screen, biochemical, fluorescence; DNA repair protein RAD51 homolog 1 (Homo sapiens), Q06609; hRad51 DNA strand exchange, fluorescence dequenching; actives 0.085% (n = 200,000); inhibition, % at 10 µM;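 active means inhibition above 40% at the single screening dose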;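 further: 0% = DMSO control wells and 100% = blanks with heterologous ssDNA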
#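 Test system – preformed human Rad51 ssDNA filaments · Reagent – Donor/quencher-labelled 47-bp dsDNA substrate · Incubation – 37 °C 15-min filament assembly, 30-min compound preincubation, 15-min exchange · Signal – FRET fluorescence dequenching, excitation 485 nm, emission 520 nm · Read-out – percent inhibition from fluorescence, normalised to plate control and blank means · Benchmarks – plate control and blank wells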
# MDM2 E3 inh – MDM2-luciferase reporter signal enhancers, primary screen, MDM2 E3 ligase inhibitor project, cell-based, luminescence, 1536-well; cell-based MDM2 ubiquitination luciferase reporter, 2 h; 0 = plate control, 100 = twice control, blank-subtracted; signal enhancement, % at 5 µM; actives 0.11% (n = 210,000);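 active means signal enhancement of 30% or more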;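 further: luminescence tracks abundance of the self-degrading MDM2-luciferase fusion protein; higher signal means inhibition of MDM2 E3 ligase activity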
#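 Assay system: stable mammalian line carrying autodegrading MDM2–luciferase fusion reporter; Input: 2000 cells in each well; Compound dosing: single-point 5 µM; Schedule: 2 h compound exposure at 37 °C; Signal: SteadyLite luciferase luminescence after 15 min room-temperature reagent incubation; Evaluation: % luminescence enhancement versus blank-corrected plate control mean; Benchmarks: plate controls and plate blanks.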
# eIF4E 4G PPI – eIF4E–eIF4G protein interaction inhibitors, primary screen, biochemical, uHTS, TR-FRET, eIF4GI fragment; Eukaryotic translation initiation factor 4E (Mus musculus) + Eukaryotic translation …; TR-FRET eIF4E-eIF4GI(517-606) binding, 2 h; inhibition, % at 21.7 µM; actives 0.37% (n = 220,000); AID 782, 2007;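 active means inhibition above about 30%, limit read from the data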;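 further: 0% = full FRET control wells and 100% = background wells lacking eIF4GI fragment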
# 14-3-3 Bad PPI – inhibitors of 14-3-3 zeta/Bad binding, primary screen, biochemical, TR-FRET, bovine 14-3-3 zeta. 14-3-3 protein zeta/delta (Bos taurus), P63103. TR-FRET 14-3-3zeta/Dy647-pBad peptide displacement, 1 h. inhibition, % at 21.7 µM. actives 0.71% (n = 220,000);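 active means inhibition above about 70%, limit read from the data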;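 further: 0% = full 14-3-3 plus peptide FRET controls and 100% = background without 14-3-3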
# Target sequence (P63103 whole entry, looked up): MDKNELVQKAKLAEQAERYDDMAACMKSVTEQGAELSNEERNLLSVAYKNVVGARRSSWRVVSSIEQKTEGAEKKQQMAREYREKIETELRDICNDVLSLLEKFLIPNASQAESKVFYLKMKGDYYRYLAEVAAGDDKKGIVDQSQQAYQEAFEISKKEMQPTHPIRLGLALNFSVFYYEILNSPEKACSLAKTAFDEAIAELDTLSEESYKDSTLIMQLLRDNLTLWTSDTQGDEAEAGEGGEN
# Wee1 degr inh – Wee1 degradation inhibitors, primary screen, cell-based, HeLa, Wee1K328M-luciferase, luminescence | reporter increase, % at 5 µM | AID 1321, 2008 | actives 1.2% (n = 220,000) | Wee1-like protein kinase (Homo sapiens), P30291 | HeLa Luc-Wee1K328M stability; 100% = proteasome inhibitor MG132 effect;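 active means activation above the mean of all tested compounds plus 3 SD, set per screening run, cut at about 8.8% in these data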;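 further: cells exposed to compound for 20 h before luminescence read; 0% = DMSO alone and 100% = MG132 at 30 µM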
# Target sequence (P30291 whole entry K328M): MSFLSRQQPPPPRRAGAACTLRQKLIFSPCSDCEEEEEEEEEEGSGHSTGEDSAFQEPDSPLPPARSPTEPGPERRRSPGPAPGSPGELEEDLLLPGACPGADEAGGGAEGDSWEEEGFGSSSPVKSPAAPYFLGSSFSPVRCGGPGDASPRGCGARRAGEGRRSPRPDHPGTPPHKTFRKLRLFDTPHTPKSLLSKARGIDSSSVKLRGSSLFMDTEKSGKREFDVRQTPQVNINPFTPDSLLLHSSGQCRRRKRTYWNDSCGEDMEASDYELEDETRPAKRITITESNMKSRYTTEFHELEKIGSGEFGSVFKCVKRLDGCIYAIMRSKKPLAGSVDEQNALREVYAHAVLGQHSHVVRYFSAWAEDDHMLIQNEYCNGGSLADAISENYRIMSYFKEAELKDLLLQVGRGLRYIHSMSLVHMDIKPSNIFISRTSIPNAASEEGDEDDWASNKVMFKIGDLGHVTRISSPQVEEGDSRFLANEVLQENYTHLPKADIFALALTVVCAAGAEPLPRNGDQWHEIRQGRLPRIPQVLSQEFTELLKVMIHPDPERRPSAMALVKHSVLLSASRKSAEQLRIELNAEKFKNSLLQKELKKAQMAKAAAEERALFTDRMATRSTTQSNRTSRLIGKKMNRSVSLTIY
# p97 ATPase inh – inhibitors of human p97 ATPase, primary screen, biochemical | actives 0.42% (n = 220,000) | Transitional endoplasmic reticulum ATPase (Homo sapiens), P55072 | recombinant p97 ATPase, Kinase-Glo ATP luminescence, 3 h | inhibition, % at 8 µM; in the data active means inhibition above about 15%;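 further: 0% = DMSO vehicle and 100% = wells lacking enzyme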
# hK5 inh – human KLK5 protease inhibitors, primary screen, biochemical, 1536-well; recombinant hK5, fluorogenic AMC substrate cleavage; inhibition, % at 5 µM; actives 0.59% (n = 210,000);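 active means inhibition of 40% or more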;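 further: 0% = enzyme controls without compound and 100% = no-enzyme blanks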
# FXIa inh 1536 – human FXIa protease inhibitors, primary screen, biochemical, 1536-well; Coagulation factor XI (Homo sapiens), P03951; purified FXIa, Boc-Glu-Ala-Arg-AMC fluorogenic substrate; inhibition, % at 5 µM; actives 0.14% (n = 220,000); AID 798, 2007;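 active means inhibition of at least 40%; inactive means inhibition below 40%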;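 further: fluorescence of freed AMC excited at 355 nm; 0% = enzyme without compound and 100% = no enzyme blank; many of its hits are not listed in these tables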
# FXIIa inh 1536 – human FXIIa protease inhibitors, primary screen, biochemical, 1536-well | AID 800, 2007 | inhibition, % at 5 µM | actives 0.3% (n = 220,000) | purified FXIIa, Boc-QGR-AMC fluorogenic substrate, 2 h | Coagulation factor XII (Homo sapiens), P00748; in the data active means inhibition above about 40%;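 further: 0% = enzyme with no compound and 100% = blank without enzyme; many of its hits are not listed in these tables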
# An asterisk follows results filed as active; i = inactive; / = no result given; [ ] = dose if it differs, or a comment. An unsorted share of the library; overall some 3.5% were active at least once.
nr	SMILES	Rad51 HR inh	MDM2 E3 inh	eIF4E 4G PPI	14-3-3 Bad PPI	Wee1 degr inh
1	O=C(NN=C1CCN(Cc2ccccc2)CC1)c1cc2ccccc2cc1O	-11	0	9	-14	-4
2	O=C(N/N=C/c1ccc2c(c1)OCO2)c1ccc(COc2cccc3cccnc23)cc1	32	-31	-1	-9	4
3	O=C(CN(Cc1ccccc1)C(=O)c1cc2c(s1)CCC2)NCc1cccs1	1	4	-9	-4	1
4	COc1ccc(NC(=O)CSc2nc(N)c(NC(=O)c3cccs3)c(=O)[nH]2)cc1	3	2	-6	-5	0
5	O=c1cnnc(Nc2ccc(Nc3ccccc3)cc2)[nH]1	-18	-5	0	-16	3
6	CCN(CC)CCn1nc(C)nc1-c1ccccc1O	7	-7	-7	4	-2
7	O=C(CCc1nc(-c2ccccc2)no1)NCCc1ccccc1	-5	-2	-3	8	1
8	Cc1nc2c(C)cccc2cc1C(=O)N/N=C/c1ccc(O)cc1	-11	5	13	5[fluorescence artefact?]	2
9	COc1ccc(-c2noc(=O)n2Cc2cc(C)ccc2C)cc1	12	10	0	-2	0
10	O=C1c2cccc3cccc(c23)C(=O)N1CCN1CCN(C(=S)Nc2ccc(Cl)cc2)CC1	1	-15	-2	12[fluorescence artefact?]	3
11	CC(C)(O)C#Cc1ccc(CN2CCN(C3CCCCC3)C(CCO)C2)s1 (stereo not drawn)	-11	-9	1	-8	0
12	N=c1ccn(Cc2ccc([N+](=O)[O-])cc2)cc1	13	-10	3	3	-3
13	N#C/C(=C\c1coc2ccc(O)cc2c1=O)C(=O)Nc1nc2ccccc2s1	i	/	21	43	1
14	CCN1CC2=C(OC(N)=C(C#N)C2c2ccccc2)/C(=C\c2ccccc2)C1 (stereo not drawn)	6	-16	2	8	0
15	Cn1c(SCC(=O)N/N=C/C=C/c2ccco2)nc2ccccc21	-2	2	8	-12[fluorescence artefact?]	2

nr	p97 ATPase inh	hK5 inh	FXIa inh 1536	FXIIa inh 1536
1	3	-30	-2	0
2	2	-3	0	8
3	0	7	-8	4
4	7	3	2	7
5	1	/	1	9
6	0	1	2	11
7	2	-16	2	7
8	2	-18	0	7
9	2	-9	-4	1
10	1	-2	20	18
11	-5	-1	-3	7
12	1	0	1	12
13	43*	-1	2	6
14	-5	16	3	15
15	3	-29	12	13

# Continued:
nr	SMILES	Rad51 HR inh	MDM2 E3 inh	eIF4E 4G PPI	14-3-3 Bad PPI	Wee1 degr inh
16	COc1ccc(CCNC(=O)C(=O)NCC2CCCO2)cc1 (stereo not drawn)	3	/	0	-7	-2
17	Cc1ccccc1OCC(=O)NNC(=S)NC(=O)c1ccccc1[N+](=O)[O-]	1	-8	-2	-11	0
18	CCCCN(C(=S)Nc1cccc(SC)c1)C1CCN(C(C)=O)CC1	-29	-13	-1	2	4
19	CCOC(=O)N1CCN(C(=O)/C=C/c2cccc([N+](=O)[O-])c2)CC1	6	-11	-4	-5	5
20	CCOc1ccc(-c2nc(CSc3nnc(N)s3)cs2)cc1	-4	-9	1	5	7
21	C=CCNC(=S)Nc1ccc(OC(F)F)c(Cl)c1	-1	-12	3	-3	-2
22	Cc1ccc(NCc2ccccc2O)cc1C	-9	2	0	-7	10*
23	Cn1c(SCc2ccon2)nc2ccccc2c1=O	12	1	-9	-7	-1
24	CCOC(=O)c1cccc(NC(=O)C(C)N2C(=O)c3ccccc3C2=O)c1 (stereo not drawn)	/	-19	-11	-4	-1
25	Cc1ccccc1NC(=O)C(Cl)=C(Cl)Cl	2	-3	0	9	-3
26	COc1ccc(CNC(=O)C(C)NS(=O)(=O)c2ccc(C)cc2)cc1 (stereo not drawn)	/	-14	2	4	-3
27	C=CS(=O)(=O)c1ccc(Oc2ccc(S(=O)(=O)C=C)cc2)cc1	/	64*	-3	1[fluorescence artefact?]	15*
28	CCNC(=S)N1CCc2cc(OC)c(OC)cc2C1COc1ccc(OC)cc1 (stereo not drawn)	-1	-2	0	-2	1
29	CCOC(=S)SCC(=O)Nc1nc(-c2ccccc2)cs1	-5	-17	5	-7	-2
30	Cc1cccc(OCC(=O)O/N=C(\N)Cc2cccs2)c1	-2	-9	5	0	-2

nr	p97 ATPase inh	hK5 inh	FXIa inh 1536	FXIIa inh 1536
16	5	-5	2	11
17	-4	-126	-10	4
18	-3	23	10	17
19	0	3	6	5
20	-3	5	7	20
21	1	-10	-7	0
22	4	-2	6	1
23	5	-7	-3	16
24	2	-5	1	13
25	27*	-6	-2	0
26	5	/	-2	3
27	11	-12	3	9
28	5	-5	-15	6
29	-5	4	-9	-3
30	1	2	-2	13

# MDM2 E3 inh, entries above that show a hit
No.	SMILES	MDM2 E3 inh	eIF4E 4G PPI	14-3-3 Bad PPI	Wee1 degr inh	p97 ATPase inh	hK5 inh	FXIa inh 1536	FXIIa inh 1536
27	C=CS(=O)(=O)c1ccc(Oc2ccc(S(=O)(=O)C=C)cc2)cc1	64*	-3	1[fluorescence artefact?]	15*	11	-12	3	9

# Further compounds follow.
nr	SMILES	Rad51 HR inh	MDM2 E3 inh	eIF4E 4G PPI	14-3-3 Bad PPI	Wee1 degr inh
31	COc1ccc(/C=N/n2c(N)nc3ccccc32)cc1OC	5	-21	1	-9	5
32	O=S(=O)(/N=C(\Sc1ccccc1)c1ccccc1)c1ccc(Cl)cc1	-1	-11	1	35[fluorescence artefact?]	-2
33	O=C(COC(=O)/C=C/c1cccc(C(F)(F)F)c1)NCc1ccccc1	4	-3	-1	-13	1
34	O=C(O)c1nccnc1C(=O)NCc1csc2ccc(Cl)cc12	10	-12	0	5	0
35	CC(=O)c1ccc(NC(=O)N[C@@H](CC(C)C)C(=O)O)cc1	5	9	-2[fluorescence artefact?]	14[fluorescence artefact?]	-4
36	CCCS(=O)(=O)c1ccc(COC(=O)c2ccc(NC(C)=O)cc2)cc1	5	-3	0	5	7
37	O=C1CC(/C=C/c2ccccc2)=Nc2ccccc2N1	4	1	3	-16	1
38	O=C(/C=C/c1cccs1)N1CCN(c2ccc(F)cc2)CC1	-2	-12	2	-3	-1
39	O=C(COc1ccccc1-c1ccccc1)N/N=C/c1ccncc1	9	-15	-2	-2	-2
40	Cn1cccc1CNCc1ccc(F)cc1	12	1	-1	3	-5
41	c1ccc2oc(C3=NNC(=NC4CC4)SC3)cc2c1	-21	-81	-1[fluorescence artefact?]	-33	15*
42	N#Cc1cnn(-c2cccc(Cl)c2)c1N	-13	-8	1	-17	1
43	Cc1ccc(/C=C/C(=O)O)cc1S(=O)(=O)N(CCO)CCO	8	-7	5[fluorescence artefact?]	-1	-1
44	COC(=O)c1sc2ccccc2c1-n1cccc1C(=O)C(=O)Nc1ccccc1	17	-15	9	-18	3
45	CC(=O)NN1C(=O)c2ccccc2NC1c1ccco1 (stereo not drawn)	23	-8	2	-24	4

nr	p97 ATPase inh	hK5 inh	FXIa inh 1536	FXIIa inh 1536
31	8	1	-5	8
32	2	-17	-3	7
33	4	-25	6	6
34	7	0	-2	1
35	-3	4	4	5
36	1	-50	-3	9
37	1	-3	-2	5
38	-1	3	2	12
39	4	-2	-5	3
40	3	-12	10	5
41	3	-21	8	11
42	-1	-22	3	-2
43	2	-15	10	11
44	-2	-14	-1	8
45	4	-10	-5	6

# Next part
nr	SMILES	Rad51 HR inh	MDM2 E3 inh	eIF4E 4G PPI	14-3-3 Bad PPI	Wee1 degr inh
46	O=C(CCc1ccc(S(=O)(=O)NCCc2ccccc2)cc1)N1CCN(Cc2ccc3c(c2)OCO3)CC1	1	-4	3	-1	-2
47	Clc1ccc2c(c1)-c1[nH]ncc1CS2	10	-3	-1	-3	-3
48	Cc1ccc(-c2cc(Cc3ccccn3)c(=O)[nH]n2)cc1	20	-5	0	-1	3
49	C=CCn1c(=S)[nH]c2nc3c(cc2c1=O)CCCC3	4	-22	7	-9	-1
50	O=C(c1cc2ccccc2oc1=O)N1CCN(c2ccccn2)CC1	4	-9	-1	6	-1
51	O=C(NCCSc1c[nH]c2ccccc12)c1ccc(Br)o1	0	2	3	2	0
52	Cc1c(C(C)(C(=O)O)c2c(C)n(C)c3ccccc23)c2ccccc2n1C	9	-9	-2	0	2
53	COc1ccc(/C(O)=C(\C#N)c2nc3ccccc3n2C)cc1OC	4	-11	4	3[fluorescence artefact?]	0
54	Cc1ccc(-c2csc3nc4ccc(C(=O)NCCO)cc4c(=O)n23)cc1	2	-5	1	0	/
55	CC(=O)Nc1cccc(NC(=O)CCn2c(=O)sc3ccccc32)c1	2	-12	1	1[fluorescence artefact?]	-1
56	Cc1ccc(S(=O)(=O)N2CCC(C(=O)N3CCC(C(=O)NCC4CCCO4)CC3)CC2)cc1 (stereo not drawn)	/	-21	-2[fluorescence artefact?]	3[fluorescence artefact?]	-2
57	CCc1ccc(CCC(=O)Nc2nc(CC(C)=O)ns2)o1	-5	-2	-2	23	0

nr	p97 ATPase inh	hK5 inh	FXIa inh 1536	FXIIa inh 1536
46	-2	-12	-2	10
47	6	-2	-1	3
48	-1	0	0	9
49	1	-26	6	21
50	2	-7	3	17
51	-2	-17	3	14
52	6	-9	-9	5
53	5	11	-8	4
54	/	-3	-4	0
55	-1	36	1	-4
56	-12	-3	-1	15
57	-9	-17	4	22

# Results in FXIa inh 1536, Wee1 degr inh and Rad51 HR inh, for some of the entries so far:
nr | canonical_smiles | FXIa inh 1536 | Wee1 degr inh | Rad51 HR inh
7 | O=C(CCc1nc(-c2ccccc2)no1)NCCc1ccccc1 | 2 | 1 | -5
8 | Cc1nc2c(C)cccc2cc1C(=O)N/N=C/c1ccc(O)cc1 | 0 | 2 | -11
9 | COc1ccc(-c2noc(=O)n2Cc2cc(C)ccc2C)cc1 | -4 | 0 | 12
10 | O=C1c2cccc3cccc(c23)C(=O)N1CCN1CCN(C(=S)Nc2ccc(Cl)cc2)CC1 | 20 | 3 | 1
11 | CC(C)(O)C#Cc1ccc(CN2CCN(C3CCCCC3)C(CCO)C2)s1 (stereo not drawn) | -3 | 0 | -11

# In a second layout: two of the compounds above
No. | Structure | Rad51 HR inh | MDM2 E3 inh | eIF4E 4G PPI | 14-3-3 Bad PPI | Wee1 degr inh | p97 ATPase inh | hK5 inh | FXIa inh 1536 | FXIIa inh 1536
31 | COc1ccc(/C=N/n2c(N)nc3ccccc32)cc1OC | 5 | -21 | 1 | -9 | 5 | 8 | 1 | -5 | 8
51 | O=C(NCCSc1c[nH]c2ccccc12)c1ccc(Br)o1 | 0 | 2 | 3 | 2 | 0 | -2 | -17 | 3 | 14
